# Screening results: PubChem, several laboratories
# Mtb BioA inh: inhibitors of Mycobacterium tuberculosis BioA enzyme; purified M. tuberculosis BioA enzyme, plate reader; inhibition, % at 9.99 µM; 360,000 tested, 0.096% active; AID 602481; in the data active = inhibition above about 40%
# DUSP3 inh: inhibitors of human VHR1 phosphatase (DUSP3). P51452. recombinant VHR phosphatase, pNPP absorbance. inhibition, % at 13.3 µM. 290,000 tested, 0.52% active; in the data active = inhibition above about 50%; note: some compounds called inactive have numbers as strong as hits
# Target sequence (P51452 whole entry, looked up): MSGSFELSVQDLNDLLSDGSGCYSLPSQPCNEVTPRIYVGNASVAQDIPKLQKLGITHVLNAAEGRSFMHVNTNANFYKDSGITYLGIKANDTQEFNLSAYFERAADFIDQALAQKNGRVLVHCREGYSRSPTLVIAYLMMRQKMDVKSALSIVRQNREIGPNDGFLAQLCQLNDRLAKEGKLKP
# FBA Mtb inh: inhibits M. tuberculosis FBA enzyme | purified M. tuberculosis FBA, fluorescence read-out | inhibition, % at 1 µM | 360,000 tested, 2.3% active; in the data active = inhibition above about 27%;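 note: 0% = vehicle and 100% = reference inhibitor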
# Target sequence (P9WQA3 whole entry, looked up): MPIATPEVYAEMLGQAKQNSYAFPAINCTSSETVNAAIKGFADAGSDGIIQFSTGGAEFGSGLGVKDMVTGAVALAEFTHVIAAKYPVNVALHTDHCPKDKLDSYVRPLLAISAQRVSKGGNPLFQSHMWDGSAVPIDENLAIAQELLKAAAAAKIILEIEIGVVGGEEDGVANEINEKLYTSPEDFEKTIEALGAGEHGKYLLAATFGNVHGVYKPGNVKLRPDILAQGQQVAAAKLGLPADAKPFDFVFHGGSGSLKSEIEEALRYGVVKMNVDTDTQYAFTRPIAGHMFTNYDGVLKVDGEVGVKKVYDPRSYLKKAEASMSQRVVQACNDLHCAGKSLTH
# BH1578 lux ind: quorum light induction in luxS cqsA deficient V. cholerae | V. cholerae BH1578 lux reporter, luminescence, 6 h | activation, % at 18.7 µM | 350,000 tested, 0.16% active; in the data active = activation mostly above about 9.7%, no sharp cut-off; note: not every result past the cut was called active; inactives centre near 0; reference of the scale not given here
# GDH-TPI inh: GDH-TPI coupled enzyme inhibition counter-screen; inhibition, % at 4.8 µM; GDH-TPI coupled enzyme counterscreen, NADH absorbance; 360,000 tested, 1.2% active; AID 588335; in the data active = inhibition above about 30%;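 note: 0% = DMSO wells and 100% = wells lacking the enzyme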
# PriA SSB inh: inhibitors of Klebsiella pneumoniae PriA binding to SSB C-terminal tail | 430,000 tested, 0.6% active | AlphaScreen SSBct-PriA binding, biotinylated peptide | inhibition, % at 33 µM | AID 1272365; in the data active = inhibition mostly above about 37%, no sharp cut-off; inactive = mostly below about 20%;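 note: plate controls were negative control peptide for no effect and reference peptide for full effect; strong numbers were not always called active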
# 3CLpro inhibitor: SARS-CoV 3CLpro protease inhibition; P0C6X7; recombinant SARS-CoV 3CLpro, quenched FRET peptide cleavage; inhibition, % at 6 µM; 290,000 tested, 0.14% active; in the data active = inhibition above about 12%
# Mtb UGM inh: inhibitors of M. tuberculosis UDP-galactopyranose mutase; 320,000 tested, 0.06% active; inhibition, % at 10 µM; purified UGM, fluorescence polarization probe displacement; P9WIQ1; in the data active = inhibition above about 10%, passing the limit was not always enough
# Rv3671c inh: inhibits the M. tuberculosis serine protease Rv3671c; P9WHR9; inhibition, % at 5.96 µM; 320,000 tested, 0.048% active; AID 2606; in the data active = inhibition above about 38%;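 note: extracellular domain of Rv3671c used as enzyme; 0% = enzyme with DMSO and 100% = no enzyme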
# Target sequence (P9WHR9 whole entry, looked up, the tested form may be a part): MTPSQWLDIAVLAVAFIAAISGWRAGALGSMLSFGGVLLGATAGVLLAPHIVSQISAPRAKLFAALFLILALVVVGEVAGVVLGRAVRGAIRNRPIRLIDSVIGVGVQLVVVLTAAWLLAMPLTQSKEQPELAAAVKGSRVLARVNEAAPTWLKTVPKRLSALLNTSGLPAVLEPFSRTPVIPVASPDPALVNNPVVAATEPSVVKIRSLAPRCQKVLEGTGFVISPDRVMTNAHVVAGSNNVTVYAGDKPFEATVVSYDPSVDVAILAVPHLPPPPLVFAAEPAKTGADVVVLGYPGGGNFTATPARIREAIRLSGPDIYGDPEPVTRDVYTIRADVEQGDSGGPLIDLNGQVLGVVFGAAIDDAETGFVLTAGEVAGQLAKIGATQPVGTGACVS
# MazF activator: MazEF (E. coli) toxin RNase activation; FAM/BHQ RNA-DNA oligo cleavage fluorescence, 5 h; activation, % at 20 µM; 350,000 tested, 0.32% active; in the data active = activation above about 50%
# Target sequence (P0AE70 whole entry, looked up): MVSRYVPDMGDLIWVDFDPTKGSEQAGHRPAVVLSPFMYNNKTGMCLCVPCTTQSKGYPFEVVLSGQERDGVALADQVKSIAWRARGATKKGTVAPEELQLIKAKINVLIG
# An asterisk follows results filed as active; i = inactive; . = no result given; & = joins results of further samples. These rows are one share of the data (hit frequency here may not be typical).
SMILES,Mtb BioA inh,DUSP3 inh,FBA Mtb inh,BH1578 lux ind,GDH-TPI inh,PriA SSB inh,3CLpro inhibitor,Mtb UGM inh,Rv3671c inh,MazF activator
CCCCc1ccc(NC(=S)NCCc2ccc(F)cc2)cc1,0.5,16,-1,i,9,-12,1,2.5,-12,-5
Cc1cc(C(=O)CSc2nc(N)cc(=O)[nH]2)ccc1F,-0.6,.,3,-1.5,-3,4,-5,0.4,1,-7
Nc1nc2ccc(Oc3ccccc3)cc2s1,0.0,36,0,5.3,9,10,3,.,.,-10
CCN1CCCC(OC(=O)C(c2ccccc2)c2ccccc2)C1 (centres undefined),2.4,.,3,i,-3,-3,.,-3.7,7,9
CC(C)c1ccc(CN(C)C(=O)c2ccc(S(=O)(=O)NCc3ccco3)cc2)cc1,1.8,.,-3,-0.6,0,2,.,.,6,2
COc1ccc(NC(=O)COC(=O)C2CC2)cc1S(=O)(=O)N1CCCCC1,1.5,.,4,-2.0,10,-5,.,-2.6,3,7
O=C(Nc1ccc(Br)cc1Cl)c1ccc(OCC2CCCO2)cc1 (centres undefined),-1.6,.,4,i,10,-17,.,-0.8,-5,1
Cc1oc2c(c1C(=O)NCc1cc(C(=O)O)co1)CCCC2,3.1,5,0,i,-12,-4,1,1.3,4,7
Cc1cc(C)n(CCc2nc(-c3ccc(C(C)(C)C)cc3)cs2)n1,0.1,9,6,0.4,-4,-16,-3,0.7,5,-5
Cc1cccc(OC(=O)CCN2C(=O)C3C4C=CC(C5CC45)C3C2=O)c1C (centres undefined),.,26,0,-1.0,2,-5,2,-0.4,-5,2
O=C(NCc1cccs1)c1ccc(CS(=O)Cc2ccc(Cl)cc2)o1 (centres undefined),-0.6,.,-2,i,3,.,.,.,.,-56
c1ccc(-c2nc(C3CCCCC3)no2)cc1,0.1,0,0,i,8,-12,-4,-2.5,5,-5
CC(=O)Nc1ccc(C(=O)N2CCCC(c3cc(C(=O)Nc4ccccc4)no3)C2)cc1 (centres undefined),0.4,.,1,i,3,.,.,.,.,.
NNC(=O)c1ccc(COc2ccccc2)cc1,-1.0,18,-3,0.0,4,2,-1,-1.9,5,8
C=CCOC(=O)C1C(=O)CC(C)(O)C(C(=O)OCC=C)C1c1ccc(OCC)cc1 (centres undefined),.,-6,-1,i,-5,-15,-3,-0.3,-1,8
CC(C)[C@H](NC(=O)c1ccc([N+](=O)[O-])cc1Cl)C(=O)N1CCN(C/C=C/c2ccccc2)CC1,.,.,1,1.1,-4,17,.,-2.4,3,9
CCCCCC(=O)Nc1cc2[nH]c(=O)cc(COC)c2cc1C,-4.7,13,1,2.9,9,-15,5,1.5,2,-5
CCCCN(CCCC)CC(O)COc1ccc(Br)cc1 (centres undefined),0.0,5,-1,-1.5,16,-7,0,-1.5,4,1
Cc1ccc(C(=O)NC(=S)Nc2nc(-c3cccc([N+](=O)[O-])c3)cs2)c(Cl)c1,.,12,5,i,5,1,-1,0.6,-3,-6
O=CNCCCc1nc2ccccc2n1Cc1cccc2ccccc12,8.1,7,-2,i,-3,-1,-2,3.5,3,-1
Clc1cccc(Cl)c1Cn1c(-c2cccnc2Cl)nc2ccccc21,1.3,23,3,-0.2,3,-13,5,-0.1,-1,-7
CC(C)(C)NC(=O)C1CCCN(S(=O)(=O)c2ccc(-n3cnnn3)cc2)C1 (centres undefined),-0.5,-5,2,1.3,-2,0,-1,1.2,-13,5
O=C(CN1CCN(c2ccccc2)CC1)NCc1ccc(F)cc1,1.2,-20,0,-0.6,0,-12,4,0.4,-4,0
Clc1cccc(CN2CCN(c3ncccn3)CC2)c1Cl,1.3,-6,-2,i,2,-32,-4,2.0,12,0
O=C(N/N=C/c1ccccn1)c1ccc(Br)o1,1.5,24,-3,i,20,.,-2,0.3,-17,2
CCc1ccc(NC(=O)C2CCCN(S(=O)(=O)c3cnc[nH]3)C2)cc1 (centres undefined),-4.4,-32,3,i,8,-12,-2,1.3,-5,-2
CCCCN(CC)S(=O)(=O)c1ccccc1,-0.6,25,0,-0.4,-4,-8,3,-2.7,9,3
CC(Oc1ccc2c3c(c(=O)oc2c1)CCC3)C(=O)NCC1CCC(C(=O)O)CC1 (centres undefined),2.1,20,21,-0.4,14,1,-9,4.8,-1,2
CCC(C)n1c(SCC(=O)NC2CCCC2)nc2ccccc2c1=O (centres undefined),-0.1,.,-1,-1.8,-4,-18,.,-1.9,1,9
C=CCn1c2ccccc2c(=O)c2cc(C#Cc3cc(OC)cc(OC)c3)ccc21,-4.2,.,56*,i,31*,-14,.,1.7,-32,-25
CC1CC2(CCCCC2)N2C(=O)C(=O)c3cccc1c32 (centres undefined),-0.9,4,0,-0.5,7,4,6,0.6,-1,4
N#Cc1c(NCCCO)nc(-c2ccccc2)c2c1CCCC2,-4.0,18,51*,-1.3,21,-26,2,-0.7,-7,0
CC(=NCc1ccccc1)C1=C(O)COC1=O,-0.6,7,-1,-0.5,10,3,-1,-1.7,0,10
Cn1c(=O)c2c(SCC(=O)N3CCCc4ccccc43)nc(C3CC3)nc2n(C)c1=O,-0.5,-5,3,-0.2,1,3&-11,1,-4.8,-11,-7
CCC(C)(C)NC(=O)c1ccc2c(c1)N(CC(=O)NC1CCCC1)C(=O)C(C)(C)O2,-0.2,7,1,-0.2,-8,-11,-4,-3.1,9,11
OC(c1ccc(F)c(F)c1)c1nc(-c2cc(F)cc(F)c2)cs1 (centres undefined),-0.5,.,1,-1.2,3,.,.,.,.,.

# An excerpt from above in order of length of the SMILES, descending.
SMILES,Mtb BioA inh,DUSP3 inh,FBA Mtb inh,BH1578 lux ind,GDH-TPI inh,PriA SSB inh,3CLpro inhibitor,Mtb UGM inh,Rv3671c inh,MazF activator
Cc1ccc(C(=O)NC(=S)Nc2nc(-c3cccc([N+](=O)[O-])c3)cs2)c(Cl)c1,.,12,5,i,5,1,-1,0.6,-3,-6
CCC(C)(C)NC(=O)c1ccc2c(c1)N(CC(=O)NC1CCCC1)C(=O)C(C)(C)O2,-0.2,7,1,-0.2,-8,-11,-4,-3.1,9,11
Cn1c(=O)c2c(SCC(=O)N3CCCc4ccccc43)nc(C3CC3)nc2n(C)c1=O,-0.5,-5,3,-0.2,1,3&-11,1,-4.8,-11,-7
CC(Oc1ccc2c3c(c(=O)oc2c1)CCC3)C(=O)NCC1CCC(C(=O)O)CC1 (centres undefined),2.1,20,21,-0.4,14,1,-9,4.8,-1,2
CC(C)(C)NC(=O)C1CCCN(S(=O)(=O)c2ccc(-n3cnnn3)cc2)C1 (centres undefined),-0.5,-5,2,1.3,-2,0,-1,1.2,-13,5
C=CCn1c2ccccc2c(=O)c2cc(C#Cc3cc(OC)cc(OC)c3)ccc21,-4.2,.,56*,i,31*,-14,.,1.7,-32,-25
CCc1ccc(NC(=O)C2CCCN(S(=O)(=O)c3cnc[nH]3)C2)cc1 (centres undefined),-4.4,-32,3,i,8,-12,-2,1.3,-5,-2
Clc1cccc(Cl)c1Cn1c(-c2cccnc2Cl)nc2ccccc21,1.3,23,3,-0.2,3,-13,5,-0.1,-1,-7
CCC(C)n1c(SCC(=O)NC2CCCC2)nc2ccccc2c1=O (centres undefined),-0.1,.,-1,-1.8,-4,-18,.,-1.9,1,9
CCCCCC(=O)Nc1cc2[nH]c(=O)cc(COC)c2cc1C,-4.7,13,1,2.9,9,-15,5,1.5,2,-5
O=C(CN1CCN(c2ccccc2)CC1)NCc1ccc(F)cc1,1.2,-20,0,-0.6,0,-12,4,0.4,-4,0
CC1CC2(CCCCC2)N2C(=O)C(=O)c3cccc1c32 (centres undefined),-0.9,4,0,-0.5,7,4,6,0.6,-1,4
O=CNCCCc1nc2ccccc2n1Cc1cccc2ccccc12,8.1,7,-2,i,-3,-1,-2,3.5,3,-1
Clc1cccc(CN2CCN(c3ncccn3)CC2)c1Cl,1.3,-6,-2,i,2,-32,-4,2.0,12,0
CCCCN(CCCC)CC(O)COc1ccc(Br)cc1 (centres undefined),0.0,5,-1,-1.5,16,-7,0,-1.5,4,1
CC(=NCc1ccccc1)C1=C(O)COC1=O,-0.6,7,-1,-0.5,10,3,-1,-1.7,0,10
CCCCN(CC)S(=O)(=O)c1ccccc1,-0.6,25,0,-0.4,-4,-8,3,-2.7,9,3

# Going on with the list.
SMILES,Mtb BioA inh,DUSP3 inh,FBA Mtb inh,BH1578 lux ind,GDH-TPI inh,PriA SSB inh,3CLpro inhibitor,Mtb UGM inh,Rv3671c inh,MazF activator
Cc1ccc(S(=O)(=O)N(Cc2ccc(Cl)cc2)c2ccccc2C(=O)O)cc1,-2.6,10,-1,i,2,-4,5,0.8,-6,1
COc1ccc(-c2cc(C(=O)NCCc3ccccc3)no2)cc1OC,.,-16,2,-0.2,6,-16,3,1.1,-14,2
Cc1nnc(NC(=O)CSc2nc3c(c(=O)n2CCc2ccccc2)SC(C)C3)s1 (centres undefined),-0.7,-2,0,-0.2,-1,-5,2,2.2,-3,11
O=C(CSc1nnc(C2CC2)n1C1CC1)c1cccs1,1.4,.,-1,-0.8,-2,-1,.,1.0,2,0
O=Cc1ccc(OCC(=O)Nc2ccccc2C(F)(F)F)cc1,-1.8,1,-3,i,4,3,-6,2.0,-3,0
O=C(COC(=O)c1ccccc1O)NCCc1c[nH]c2ccccc12,1.8,.,3,-1.0,2,6,.,0.6,3,-20
N#Cc1cnn2c(-c3ccc(Cl)cc3Cl)ccnc12,.,22,16,-0.2,0,-12,7,0.9,-10,11
c1cnc(OCCN2CC2)cn1,.,.,5,i,6,.,.,.,.,-7
Cc1cccn2c(=O)c(/C=C(\C#N)S(=O)(=O)c3ccccc3)c(N3CCN(c4ccccc4)CC3)nc12,-0.8,-8,1,1.1,5,-9,10,-0.8,-1,27
CCCc1nc2ccc(NC(=O)c3ccco3)cc2c(=O)n1Cc1ccc(Cl)cc1,.,20,-10,i,3,-2,-2,2.4,-25,-3
CC(C)c1ccc(/C=C2\SC(N3CCCC3)=NC2=O)cc1,.,5,3,-0.3,24,0,2,-1.5,11,5
C#CCn1c(=NC(=O)c2cc(Cl)sc2Cl)sc2cc(S(N)(=O)=O)ccc21,-1.0,3,3,-0.6,24,-5,5,.,-105,-13
O=c1c2cc(N3CCOCC3)ccc2[nH]c(=S)n1CCN1CCCC1,2.1,-2,5,i,13,-6,2,0.1,-4,10
Cc1ccc(Cn2ccc(NC(=O)c3cc(-c4cccs4)on3)n2)cc1,-0.5,17,2,-0.2,6,-10,-4,-1.8,3,-39
COc1ccc(NC(=O)C(=O)NCCN2CCN(C(=O)c3cccs3)CC2)cc1,-0.6,18,3,-0.6,6,-12,5,1.5,-3,6
CCOc1ccc(C(=O)Nc2c(C(N)=O)oc3ccccc23)cc1,-0.2,18,2,-12,7,-8,4,0.3,-8,5
O=C(Nc1ccc(F)c(Cl)c1)C1Cc2c(-c3ccco3)ccnc2O1 (centres undefined),-1.2,.,1,-0.5,15,.,.,.,.,.
COc1ccc(-c2nc3ccccc3n2OC(C)C(=O)O)cc1 (centres undefined),.,26,1,-0.3,0,-1,0,-0.1,7,-1
COc1ccc(Cl)cc1NC(=O)CNc1ccc(F)cc1C,2.0,5,-1,-0.7,3,-6,1,1.6,1,8
CC1CCCC(C)N1C(=O)CSc1ccc(-c2ccc3c(c2)OCCO3)nn1 (centres undefined),-0.9,34,2,-0.4,3,10,1,-1.1,0,8
CCCNC(=O)CS(=O)(=O)c1ccccc1,1.0,5,-1,2.2,3,-1,1,1.3,17,0
Cc1nn(-c2ccccc2[N+](=O)[O-])c(=O)c2ccccc12,-2.7,17,-2,-0.9,1,-15,-1,1.6,-1,-3
COc1ccc(-n2nnnc2SCC(=O)NC2CCS(=O)(=O)C2)cc1 (centres undefined),1.3,.,0,i,6,-4,.,-0.6,8,4
